Source: PubChem (Milwaukee Institute for Drug Discovery)
HCV NS3h FP = HCV NS3 helicase inhibitors, primary screen, biochemical, fluorescence polarization, ChemBridge library; NS3h Cy5-dT15 DNA binding; inhibition, % at 100 µM; 1.6% of 16,000 active; AID 687043, 2013;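 active = inhibition above the average over every tested compound plus 3 SD, cut at about 40% in these data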
Cy5 interf NS3h = Cy5 fluorescence quenchers or enhancers, artefact control for HCV NS3 helicase inhibitor project, biochemical, ChemBridge library, Cy5 readout; 6% of 16,000 active; fluorescence interference ratio at 100 µM; Cy5-dT15 DNA with NS3h, fluorescence interference; actives lie on both sides; signal over control mean, under 1 quenches;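 active = compound fluorescence over control fluorescence at most 0.8, a quencher, or at least a set upper limit, an enhancer; inactive = ratio between 0.8 and the set upper limit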
Numbers without * were called inactive.

cpd	HCV NS3h FP	Cy5 interf NS3h	Molecule
1	15.9	0.921	CCOC(=O)c1c(NC(=O)CSc2nccn2C)sc2c1CCCC2
2	11.4	0.685*	CCCCOC(=O)c1ccc(NC(C)=O)cc1
3	8.7	1.08	CC(C)(C)OC(=O)COc1cc2oc(=O)cc(-c3ccccc3)c2cc1Cl
4	3.0	1.03	Cc1onc(-c2ccccc2)c1[N+](=O)[O-]
5	8.3	1.04	Cc1ccc(Cc2cnc(NC(=O)c3ccccc3Cl)s2)cc1
6	19.0	0.984	O=C(CC1S/C(=N/N=C2/CCCc3ccccc32)NC1=O)Nc1ccc(Cl)cc1Cl (stereo not drawn)
7	3.4	1.09	COC(=O)c1ccccc1NC(=O)CN(c1cc(OC)ccc1OC)S(C)(=O)=O
8	1.2	0.689*	O=c1oc(-c2ccccc2Cl)nc2ccc(-c3ccc4nc(-c5ccccc5Cl)oc(=O)c4c3)cc12
9	8.8	1.01	COc1cccc(NC(=O)/C=C/c2ccc(OC)c(Br)c2)c1
10	0.3	1.11	CC(=O)N1CCN(c2ccc(NC(=O)/C=C/c3ccccc3)cc2)CC1
11	16.9	0.968	CC1=C(C(=O)OCc2ccccc2)C(c2sccc2C)NC(=S)N1 (stereo not drawn)
12	6.5	1	O=C(Oc1ccc2c(=O)c(Oc3ccccc3Br)coc2c1)c1ccccc1
13	21.3	0.715*	CSc1ccc(/C=C/C(=O)c2ccc(NC(=O)c3cccs3)cc2)cc1
14	-12.4	0.995	CCOC(=O)C1=C(N)Oc2ccc3ccccc3c2C1c1cccc(Cl)c1 (stereo not drawn)
15	-3.5	0.951	O=C1OC(c2ccccc2)=N/C1=C/c1ccco1
16	7.1	0.982	COc1ccc(C(=O)Nc2ccc(C(C)C)cc2)cc1[N+](=O)[O-]
17	-4.9	1.01	COc1ccccc1C1NC(=O)NC(C)=C1C(=O)Nc1cccc(Cl)c1 (stereo not drawn)
18	-4.3	0.929	Oc1c(CN2CCCCC2)cc(CN2CCCCC2)nc1-c1ccccc1
19	4.2	0.99	CCCNC(=O)COc1ccc(C)cc1Br
20	5.9	1.1	COc1ccc2nc(NC(=O)C(C)(C)C)sc2c1

6 entries from above, sorted by SMILES length, smallest number first:
cpd	HCV NS3h FP	Cy5 interf NS3h	Molecule
19	4.2	0.99	CCCNC(=O)COc1ccc(C)cc1Br
20	5.9	1.1	COc1ccc2nc(NC(=O)C(C)(C)C)sc2c1
18	-4.3	0.929	Oc1c(CN2CCCCC2)cc(CN2CCCCC2)nc1-c1ccccc1
11	16.9	0.968	CC1=C(C(=O)OCc2ccccc2)C(c2sccc2C)NC(=S)N1 (stereo not drawn)
17	-4.9	1.01	COc1ccccc1C1NC(=O)NC(C)=C1C(=O)Nc1cccc(Cl)c1 (stereo not drawn)
12	6.5	1	O=C(Oc1ccc2c(=O)c(Oc3ccccc3Br)coc2c1)c1ccccc1

The results go on:
cpd	HCV NS3h FP	Cy5 interf NS3h	Molecule
21	7.7	1.02	CC(=O)c1ccc(N2C(=O)c3ccccc3C2=O)cc1
22	12.5	0.927	Cc1ccccc1C1C2=C(CC(C)(C)CC2=O)NC2=C1C(=O)CC(C)(C)C2
23	-1.6	0.908	O=C(CSc1nnc(-c2ccco2)n1-c1ccccc1)NCc1ccccc1
24	9.9	1.06	Cc1cc(NS(=O)(=O)c2ccc(Nc3nc(-c4ccncc4)cs3)cc2)no1
25	-2.9	1.06	O=[N+]([O-])c1cc(C(=S)N2CCOCC2)ccc1O
26	-3.0	1.12	CC1(O)c2ccccc2C(=O)N1Cc1ccccc1 (stereo not drawn)
27	5.2	0.925	COc1cc(NC(=O)c2cc(Cl)ccc2Cl)ccc1NC(=O)c1ccco1
28	6.4	0.996	COc1ccc(S(=O)(=O)Nc2ccc([N+](=O)[O-])cc2)cc1
29	5.2	0.999	Cc1ccc(N2C(=O)C3C4CC(=O)C(c5ccccc54)C3C2=O)cc1 (stereo not drawn)
30	-19.9	0.946	Cc1ccc(CCSc2ccc(F)cc2)cn1

Printed as active in Cy5 interf NS3h (from the list above):
cpd	HCV NS3h FP	Cy5 interf NS3h	Molecule
2	11.4	0.685*	CCCCOC(=O)c1ccc(NC(C)=O)cc1
8	1.2	0.689*	O=c1oc(-c2ccccc2Cl)nc2ccc(-c3ccc4nc(-c5ccccc5Cl)oc(=O)c4c3)cc12
13	21.3	0.715*	CSc1ccc(/C=C/C(=O)c2ccc(NC(=O)c3cccs3)cc2)cc1

Next part:
cpd	HCV NS3h FP	Cy5 interf NS3h	Molecule
31	-0.6	0.994	CCC(=O)Nc1ccccc1C(=O)N1CCN(Cc2ccccc2)CC1
32	-2.6	0.94	NC(=O)OC(c1ccccc1[N+](=O)[O-])P(=O)(c1ccccc1)c1ccccc1 (stereo not drawn)
33	6.4	1.08	CC1CC(C)(C)NCCNC(C)CC(C)(C)NCCN1 (stereo not drawn)
34	4.0	1.12	CC(NC(=O)C(O)CN1CCOCC1)C1COc2ccccc2O1 (stereo not drawn)
35	8.0	0.944	O=C(c1cccc(Br)c1)N1N=C(c2ccc(F)cc2)CC1(O)C(F)(F)F (stereo not drawn)
36	-4.1	1.04	O=C1CCCCCC1C1(O)C(=O)Nc2ccccc21 (stereo not drawn)
37	-4.7	1.06	O=S(N1CCOCC1)C12CC3CC(CC(C3)C1)C2 (stereo not drawn)
38	11.7	0.921	CSc1nc2c(c(=O)n(C)c(=O)n2C)n1C
39	2.6	0.945	O=c1cccc(-c2cccc([N+](=O)[O-])c2)o1
40	1.3	1.01	O=C(CSc1nnc(-c2ccc(Cl)cc2Cl)o1)Nc1ccccc1
41	4.8	1.09	O=C1OC(c2cccs2)=N/C1=C\c1ccc(-c2ccccc2Cl)o1
42	15.6	1.14	CC1=C(C(=O)OCc2ccccc2)C(c2ccccc2F)NC(=O)N1 (stereo not drawn)
43	2.3	0.968	CC(C)(C)c1ccc(-c2n[nH]c(=S)o2)cc1
44	6.0	1.02	CCOc1ccc(N2C(=O)NC(=O)/C(=C\c3cc(C)n(-c4cccnc4)c3C)C2=O)cc1
45	10.5	0.747*	CCCCOc1ccc(C(=O)O/N=C(\c2ccncc2)c2ccc([N+](=O)[O-])cc2)cc1
46	14.6	0.878	Cc1c(OCC(=O)C(C)(C)C)ccc2c(-c3ccccc3)cc(=O)oc12
47	22.8	1.02	NC(=S)N/N=C(\Cc1ccccc1)c1ccc(-c2ccccc2)cc1
48	1.2	0.606*	CS(=O)(=O)N1CCN(Cc2ccccc2Cl)CC1
49	5.1	0.933	Cc1ccc(Cc2cnc(NC(=O)c3ccc(Cl)cc3)s2)cc1
50	7.3	1.05	Cc1nnc(NC(=O)CN2C(=O)/C(=C/c3cccc(Br)c3)SC2=S)s1
51	5.1	0.974	c1ccc2c(c1)ncn2CCOCCOCCn1cnc2ccccc21
52	10.9	1.05	CCOc1cc(C(=S)N2CCOCC2)ccc1OC(=O)Cc1ccccc1
53	16.4	1.06	O=C(Nc1ccc(Cl)cn1)c1ccc(I)cc1
54	-3.3	0.969	CC(C)N=C(NS(=O)(=O)c1ccccc1)c1ccccc1
55	7.2	1.02	CC1=C(C(=O)OCCc2ccccc2)C(c2cccc(Cl)c2)CC(=O)N1 (stereo not drawn)
56	2.5	0.975	COCCNC(=O)c1nn2c(C(F)(F)F)cc(-c3cccs3)nc2c1Cl
57	2.2	0.98	Cc1cc(/C=C2/SC(=O)NC2=O)c(C)n1-c1cccnc1
58	157.0*	2.13*	CN(C)c1ccc(NC(=O)N2CCOCC2)cc1
59	10.6	0.917	COC(=O)c1c(C)oc2cc(Br)c(OCc3ccccc3)cc12
60	4.8	1.05	COc1ccc(NC(=O)/C(C#N)=C/c2ccc(-c3ccc([N+](=O)[O-])cc3OC)o2)cc1

Filtered by structure: the entries above with a CF3 group
cpd	HCV NS3h FP	Cy5 interf NS3h	Molecule
35	8.0	0.944	O=C(c1cccc(Br)c1)N1N=C(c2ccc(F)cc2)CC1(O)C(F)(F)F (stereo not drawn)
56	2.5	0.975	COCCNC(=O)c1nn2c(C(F)(F)F)cc(-c3cccs3)nc2c1Cl

(list continues)
cpd	HCV NS3h FP	Cy5 interf NS3h	Molecule
61	-2.8	1.01	COc1ccc2nc(C)c3c(c2c1)OC(C)C3 (stereo not drawn)
62	-0.7	1.05	COc1cc(-c2cc(C(F)(F)F)n3ncc(C(=O)NCc4cccnc4)c3n2)cc(OC)c1OC
63	1.4	1.03	CCOC(=O)c1c(-n2c(C)cc(/C=C(\C#N)C(=O)NCC3CCCO3)c2C)sc2c1CCCC2 (stereo not drawn)
64	11.0	1.03	CC(C)c1ccc(NC(=O)C2COc3ccccc3O2)cc1 (stereo not drawn)
65	7.9	1.01	CCC1=NN(C(=O)c2cccnc2)C(O)(c2ccccc2)C1 (stereo not drawn)
66	5.8	0.944	O=C1/C(=C/c2cccc(O)c2)SC(=S)N1c1cccc(Cl)c1
67	6.1	0.89	COc1ccccc1N1CCN(/N=C/c2cc(Br)c(O)c(OC)c2)CC1
68	21.2	1.02	O=C1c2ccc3c4c(ccc(c24)C(=O)N1CCc1ccc(Cl)cc1)CC3
69	4.3	0.925	COc1cc(OC)c(OC)cc1/C=N\N=C(\N)c1nonc1N
70	10.0	1.17	Cc1cccc(N=C2NC(=O)/C(=C\c3ccc(Br)cc3)S2)c1C
71	5.7	1.11	CCOC(=O)c1c(NC(=S)Nc2ccc(OC)cc2)sc2c1CCCCC2
72	10.9	1	COc1ccc(C/C(N)=N\OC(=O)c2ccccc2Cl)cc1
73	-2.3	1.02	COc1cc(OC)c(C2Nc3ccccc3NC3=C2C(=O)CC(C)(C)C3)cc1OC (stereo not drawn)
74	3.6	0.973	CCn1c(C)nc2cc(S(=O)(=O)N3CCCC3)ccc21
75	1.7	1.01	COc1ccc(C2=NN(c3nc(-c4ccc(F)cc4)cs3)C(c3ccc(OC)cc3)C2)cc1 (stereo not drawn)
76	5.1	0.995	CCCc1nc(-c2cc(OC)c(OC)c(OC)c2)no1
77	6.3	1.05	CC(=O)CCc1oc2c(Br)cc(Br)cc2c1-c1ccc(C)o1
78	12.5	0.955	CC(=O)N1c2ccc3ccccc3c2C2C=CCC2C1c1ccc(F)cc1 (stereo not drawn)
79	-2.2	1.23*	NC1=NC(=O)/C(=C\c2ccc(-c3ccc([N+](=O)[O-])cc3)o2)S1
80	-1.9	1.03	COc1cccc(C2C(C(=O)Nc3ccccc3)=C(C)N=c3s/c(=C\c4ccc5c(c4)OCO5)c(=O)n32)c1 (stereo not drawn)
81	-2.6	1.08	C#Cc1cccc(NC(=O)c2cc(C(=O)Nc3cccc(C#C)c3)cc(N3C(=O)c4ccccc4C3=O)c2)c1
82	-3.9	1.02	C=CCNC(=O)CN(c1ccc(OC)c(Cl)c1)S(C)(=O)=O
83	-10.4	1.12	CS(=O)(=O)N(CC(=O)O)c1ccccc1Br
84	1.0	1.06	COCCNC(=O)c1cccc([N+](=O)[O-])c1C
85	6.3	1.03	Cc1ccc2c(c1)N(C(=O)Nc1ccccc1)C(C)(C)CC2C (stereo not drawn)
86	9.8	0.988	CS(=O)(=O)N(CC(=O)Nc1ccc(Oc2ccccc2)cc1)c1cccc(Cl)c1
87	9.7	0.961	CC(=O)Nc1ccc(S(=O)(=O)NCCSc2ccc(C)cc2)cc1
88	15.0	0.94	c1ccc(Cn2c(-c3ccco3)nc3ccccc32)cc1
89	3.2	1.01	O=C(/C=C/c1ccc(-c2ccc([N+](=O)[O-])cc2)o1)c1cc2ccccc2o1
90	5.7	1.01	Cc1cccc(C(=O)O/N=C(/N)c2ccncc2)c1
91	9.8	1.06	CCOc1ccc(N2C(=O)/C(=C/c3ccc(N(CC)CC)o3)C(=O)NC2=S)cc1
92	9.6	1	CN1C(=O)/C(=C\c2ccc(-c3cc(Cl)cc(Cl)c3)o2)SC1=S
93	10.9	1.02	Cc1ccc(CNC(=O)c2ccc([N+](=O)[O-])cc2Cl)cc1
94	-8.1	0.996	Cn1cc(Cl)c(C(=O)OCC(=O)Nc2ccccc2)n1
95	14.5	1.02	CCN(CC)c1ccc(C(=O)Nc2ccc(Cl)cc2Cl)cc1
96	7.3	0.937	CC(Nc1cc(N2CCN(C)CC2)ccc1[N+](=O)[O-])C12CC3CC(CC(C3)C1)C2 (stereo not drawn)
97	-0.7	1.07	COc1ccc(/C=c2\sc3n(c2=O)C(c2ccc(OC)cc2)C(C(=O)OC(C)C)=C(C)N=3)cc1 (stereo not drawn)
98	-2.8	1.08	C/C(=N/NC(=O)/C(=C\c1ccc2c(c1)OCO2)NC(=O)c1ccccc1)c1ccc(F)cc1
99	5.0	1.05	COc1cc(C(=O)Nc2c(-c3ccccc3)c3cc(Br)ccc3[nH]c2=O)cc(OC)c1OC
100	-2.5	0.977	COc1ccccc1-c1c(C(F)(F)F)oc2cc(OCc3ccccc3)ccc2c1=O
101	18.8	0.994	COc1ccc(/C=C/C(=O)Nc2ccccc2C(F)(F)F)cc1Br
102	8.0	0.929	CC(C)C(C(=O)O)N1C(=O)/C(=C/c2ccc3c(c2)OCO3)SC1=S (stereo not drawn)
103	-5.3	1.06	COc1ccc(C(=O)Nc2ccc3nn(-c4ccc(C)c(Cl)c4)nc3c2)cc1[N+](=O)[O-]
104	-6.1	0.991	NC(=O)SCC(=O)Nc1ccc(Br)cc1
105	-16.2	1.07	COc1cccc(C(=O)Nc2ccc3oc(-c4ccc(F)cc4Cl)nc3c2)c1
106	6.8	1.04	CCCN1C(=O)c2ccccc2NC1c1ccc(Br)cc1 (stereo not drawn)
107	2.1	1.03	Cc1ccccc1N1C(=O)CC(SC2=NCCS2)C1=O (stereo not drawn)
108	-4.9	0.996	COc1ccc(C(=O)/C=C2\NCCNC2=O)cc1
109	0.3	1.07	CC(C)(Oc1ccc(-c2ccco2)cc1)C(=O)O
110	-3.3	0.999	C=CCN1C(=O)/C(=C\c2cccc(OCc3cccc4ccccc34)c2)SC1=S
111	-0.9	1.06	CN(C(=O)COc1ccc(Cl)cc1Cl)C1CCS(=O)(=O)C1 (stereo not drawn)
